Screening results from PubChem BioAssay.
PAD4 FP inh: blocks human protein arginine deiminase 4; recombinant PAD4, RCA probe fluorescence polarization; inhibition, % at 6.36 µM; actives 0.41% (n = 330,000); AID 485272;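 active means percent inhibition above a cutoff equal to the mean of all tested compounds plus 3 SD, cut at about 15% in these data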;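 further: 0% = PAD4 with RCA probe and DMSO and 100% = probe without PAD4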
GLD-1 TGE inh: GLD-1-TGE RNA interaction inhibition (C. elegans); purified GLD-1 + fluorescein TGE RNA, fluorescence polarization; inhibition, % at 5.96 µM; actives 0.44% (n = 320,000);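 active means percent inhibition above a per-plate cutoff, the plate mean of test compounds plus 3 SD, cut at about 30% in these data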;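 further: 0% = DMSO wells with GLD-1 and probe and 100% = wells lacking GLD-1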
GSTO1 counter: counter-screen for RBBP9 inhibitors: inhibitors of human GSTO1. P78417. recombinant GSTO1, activity-based probe fluorescence polarization. inhibition, % at 5.96 µM. actives 1.1% (n = 300,000). AID 1974;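 active means inhibition above the campaign mean inhibition plus 3 SD, cut at about 35% in these data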;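 further: 0% = GSTO1-1 with DMSO and 100% = wells lacking GSTO1-1 enzyme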
Target sequence (P78417 whole entry, looked up): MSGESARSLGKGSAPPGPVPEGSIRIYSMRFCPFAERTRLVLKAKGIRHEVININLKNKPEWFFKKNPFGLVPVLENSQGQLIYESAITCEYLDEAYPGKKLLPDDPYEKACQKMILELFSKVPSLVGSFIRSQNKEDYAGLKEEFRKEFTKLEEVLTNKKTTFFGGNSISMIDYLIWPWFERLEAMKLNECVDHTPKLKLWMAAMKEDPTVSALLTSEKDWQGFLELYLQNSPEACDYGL
MCL1-BIM inh: disrupts human MCL1 binding to BIM-BH3 peptide; Q07820; GST-MCL1 / FITC-Bim-BH3 fluorescence polarization; inhibition, % at 10.9 µM; actives 0.68% (n = 320,000); AID 2057;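 active means inhibition above the mean inhibition of all tested compounds plus 3 SD, set per campaign, cut at about 40% in these data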;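 further: 0% = DMSO wells and 100% = unlabeled Bim-BH3 peptide control; higher means more loss of mP so more displacement of Bim peptide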
Bcl-xL primary: blocks human Bcl-xL binding to Bim BH3 peptide; GST-Bcl-xL / FITC-Bim BH3 peptide fluorescence polarization; inhibition, % at 10.9 µM; actives 0.7% (n = 320,000);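 active means inhibition above the mean of all tested compounds plus 3 SD, cutoff set per campaign, cut at about 30% in these data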;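 further: 0% = DMSO wells and 100% = unlabeled Bim-BH3 peptide competitor; inhibitors lower millipolarization by displacing the labeled peptide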
Target sequence (Q07817 whole entry, looked up): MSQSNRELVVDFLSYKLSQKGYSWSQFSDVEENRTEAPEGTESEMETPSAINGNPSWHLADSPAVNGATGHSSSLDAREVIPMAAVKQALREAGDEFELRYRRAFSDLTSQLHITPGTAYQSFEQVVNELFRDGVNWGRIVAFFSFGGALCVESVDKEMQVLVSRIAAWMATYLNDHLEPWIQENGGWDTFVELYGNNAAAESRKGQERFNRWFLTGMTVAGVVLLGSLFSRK
Fam108B counter: Fam108B inhibition, counter-screen for RBBP9 inhibitors | recombinant Fam108B, FP-Rh probe fluorescence polarization | inhibition, % at 9.51 µM | actives 0.33% (n = 300,000) | AID 1947;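 active means inhibition above the screen mean inhibition plus 3 SD, computed separately per campaign, cut at about 18% in these data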;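 further: inhibitors lower polarization as less probe binds the enzyme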
TPT1 inh: C. albicans TPT1 enzyme inhibition | actives 0.81% (n = 300,000) | recombinant caTPT1, FP RNA substrate dephosphorylation | inhibition, % at 5 µM | AID 1962;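 active means inhibition above the mean of all tested compounds plus 3 SD, set per screening campaign, cut at about 24% in these data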;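 further: plate controls were DMSO alone for no effect and ferristatin control at 100 nM for full effect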
MEX-5 binding: C. elegans MEX-5 TCR-2 RNA binding activity | MEX-5/FITC-TCR2 RNA binding, fluorescence polarization; active compounds read low | activity score (negative = inhibition of binding), % at 10 µM | actives 0.38% (n = 300,000);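 active means inhibition past about -25% in most replicates, and total fluorescence under double the plate's negative control median, limit read from the data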;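 further: 0% = DMSO and -100% = 5 µM competing unlabeled TCR2 RNA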
Target sequence (Q9XUB2 whole entry, looked up): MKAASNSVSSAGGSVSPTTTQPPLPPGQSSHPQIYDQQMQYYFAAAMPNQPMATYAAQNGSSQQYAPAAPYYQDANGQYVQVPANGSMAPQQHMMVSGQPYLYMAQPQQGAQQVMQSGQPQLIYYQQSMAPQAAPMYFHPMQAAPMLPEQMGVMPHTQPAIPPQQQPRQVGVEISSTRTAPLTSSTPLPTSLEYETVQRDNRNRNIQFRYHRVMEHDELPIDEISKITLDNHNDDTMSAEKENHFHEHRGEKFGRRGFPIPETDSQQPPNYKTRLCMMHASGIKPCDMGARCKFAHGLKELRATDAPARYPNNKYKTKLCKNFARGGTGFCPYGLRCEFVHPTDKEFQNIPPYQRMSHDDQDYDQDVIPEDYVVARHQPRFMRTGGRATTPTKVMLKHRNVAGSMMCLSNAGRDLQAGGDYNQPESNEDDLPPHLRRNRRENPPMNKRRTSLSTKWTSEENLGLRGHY
PME-1 inh: blocks human protein phosphatase methylesterase 1; AID 2130; inhibition, % at 5.9 µM; Q9Y570; actives 0.53% (n = 320,000); recombinant PME-1, FP-Rh probe fluorescence polarization;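 active means inhibition above the campaign mean of all compounds plus 3 SD, cut at about 26% in these data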;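 further: competitive labeling of PME-1 active site by serine hydrolase directed probe; 0% = PME-1 with DMSO and 100% = wells lacking PME-1 enzyme; inhibitors block probe labeling so polarization falls and inhibition rises; many of its hits are not listed in these tables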
The depositor's hits bear a star; nt = not tested or not shown. Not all compounds are listed (hit frequency here may not be typical).

1	O=C(Nc1nc2ccc(F)cc2s1)Oc1ccccc1
2	NC(=S)Nc1ccc(Cl)cc1Cl
3	CC(C)(C)NC(=O)NC(=O)COC(=O)CNC(=O)c1cc(Cl)cc([N+](=O)[O-])c1
4	O=C(N/N=C/c1cc2c(cc1[N+](=O)[O-])OCO2)c1cccnc1
5	O=C(Cc1ccc(-c2ccccc2)cc1)NNC(=S)NCc1ccco1
6	c1ccc(CC2CCN(C3=Nc4cccc5cccc3c45)CC2)cc1
7	COc1ccc2c(c1)cc(C(=O)N/N=C/c1c(O)c(C(=O)O)cc3ccccc13)n2C
8	O=C(NCCCNC(=O)c1ccc(-c2cc(Cl)ccc2Cl)o1)c1cnccn1

compound no.	1	2	3	4	5	6	7	8
PAD4 FP inh	-2	4	-6	-5	-1	-5	-8	-2
GLD-1 TGE inh	1	-9	-6	0	3	4	-25	-1
GSTO1 counter	2	-8	6	1	0	-1	9	3
MCL1-BIM inh	7	1	2	6	-9	9	7	4
Bcl-xL primary	5	5	2	1	-7	6	9	3
Fam108B counter	-13	4	0	-1	2	8	43*	-3
TPT1 inh	-3	-1	0	1	0	20	51*	1
MEX-5 binding	0.7	-0.2	0.5	-2.0	1.9	-12	-1.1	-2.0
PME-1 inh	3	-1	-1	5	-7	-3	49*	3

9	Cc1ccc(CNS(=O)(=O)NCc2cccs2)cc1
10	O=C(CCN1CCCCO1)N1CCCC(Nc2ccc(F)c(F)c2)C1 (stereo not drawn)
11	COc1ccnc2c1c(=O)n(Cc1ccc(F)cc1)c(=O)n2C
12	O=C(Nc1cc(C(F)(F)F)ccc1Cl)c1cccnc1
13	CCCCN(C(=O)c1cccc(S(=O)(=O)N2CCN(Cc3ccccc3)CC2)c1)c1ccccc1
14	Cc1ccc(C)n1-c1ccc(C(=O)N2CCOCC2)cc1
15	Cc1ccc(NC(=O)COc2ccc(CCO)cc2-n2nc3ccccc3n2)cc1C
16	CN(C)c1ccc(CNn2cnnc2SCc2ccccc2F)cc1

compound no.	9	10	11	12	13	14	15	16
PAD4 FP inh	4	-1	2	-4	-4	-2	0	-4
GLD-1 TGE inh	2	2	1	1	3	1	6	3
GSTO1 counter	16	5	6	9	-4	6	-9	3
MCL1-BIM inh	15	0	4	-2	2	16	-6	7
Bcl-xL primary	7	1	7	3	4	16	2	-5
Fam108B counter	4	-2	-3	-1	-2	5	-5	0
TPT1 inh	-3	-6	-1	0	2	2	3	2
MEX-5 binding	2.2	2.5	3.6	1.6	2.6	0.8	18	-0.6
PME-1 inh	1	-3	-3	-4	-4	0	2	-4

17	Cc1c(C(=O)Nc2ccc(OC(F)(F)F)cc2)sc2nc3n(c(=O)c12)CCC3
18	Cc1ccccc1CN1CCN(CC2CC3C=CC2C3)CC1 (stereo not drawn)
19	CCCCNC(=O)c1cc(C)no1
20	CCOc1nc(-c2ccccc2Cl)ccc1C#N
21	O=C(Cn1[nH]c(=O)c2ccccc2c1=O)OCC(=O)c1ccc(Br)cc1
22	CN(Cc1cnccn1)C(=O)CC1C(=O)NCCN1Cc1cccc(F)c1 (stereo not drawn)
23	Cc1cc(C)n2nc(CCc3ccccc3)nc2n1
24	O=C(NC1CCCCC1)C(c1ccccc1)N(C(=O)c1csnn1)C1CC1 (stereo not drawn)

compound no.	17	18	19	20	21	22	23	24
PAD4 FP inh	2	-6	-4	-7	0	-4	3	-2
GLD-1 TGE inh	-2	-4	-1	0	5	7	9	-2
GSTO1 counter	-3	3	4	6	10	-6	-2	1
MCL1-BIM inh	7	-1	1	-3	0	19	7	-3
Bcl-xL primary	8	-1	1	-1	4	13	5	5
Fam108B counter	-4	1	0	-2	0	-8	1	-2
TPT1 inh	-4	10	-2	-1	2	-2	-4	1
MEX-5 binding	-0.6	-5.4	-2.0	3.0	0.5	-7.1	1.9	0.7
PME-1 inh	-5	-1	2	2	-6	1	3	-2

25	CCOC(=O)CNC(=O)CSc1nnc(-c2c[nH]c3ccccc23)n1CC
26	O=C(COC(=O)CC12CC3CC(CC(C3)C1)C2)Nc1ncc(Cl)cc1Cl
27	Cc1onc(-c2ccccc2)c1C(=O)N1CCN(c2ncccn2)CC1
28	Cc1ccccc1S(=O)(=O)NNC(=O)C(=O)NNc1ccccn1
29	CC1(C)CC(=O)C2=C(C1)Oc1nc3ccccc3cc1C2C(C#N)C#N (stereo not drawn)
30	O=C(CSc1nc2c(c(=O)n1-c1ccc(Br)cc1)SCC2)Nc1nccs1
31	CCOC(=O)CC1C(=O)NCCN1C(=O)c1ccc(Cl)c(Cl)c1 (stereo not drawn)
32	O=[N+]([O-])c1ccc2nc(NCCCO)nc(-c3ccccc3)c2c1

compound no.	25	26	27	28	29	30	31	32
PAD4 FP inh	1	1	-1	1	6	-3	1	-4
GLD-1 TGE inh	0	11	1	8	8	2	-1	7
GSTO1 counter	11	6	9	1	-25	13	2	-1
MCL1-BIM inh	-8	11	-3	10	14	7	3	8
Bcl-xL primary	-5	6	0	3	17	0	6	0
Fam108B counter	-5	3	-1	-2	2	-2	0	-4
TPT1 inh	-4	4	-2	-4	-10	-5	-1	3
MEX-5 binding	nt	0.9	-0.9	-26*	1.9	-0.1	2.4	-0.4
PME-1 inh	1	0	-3	4	-2	-6	-6	1

33	COc1ccc(S(=O)(=O)N2CCCC2)cc1C(=O)O
34	CCOC(=O)C1CCCN(C2CCN(Cc3nc(-c4ccccc4)no3)CC2)C1 (stereo not drawn)
35	NC(=O)c1nnn(-c2ccc([N+](=O)[O-])cc2)c1-c1ccccc1
36	CC(C)c1ccc(CNC(=O)C(=O)Nc2nccs2)cc1
37	COc1cccc(/C=C/C(=O)NNC(=O)CCN2CCN(Cc3ccccc3)CC2)c1
38	COc1ccc(N2CCN(CCCNC(=O)CC3Oc4ccc(C)cc4NC3=O)CC2)cc1 (stereo not drawn)
39	Fc1ccc(NC(=S)Nc2ccc3nccnc3c2)cc1
40	COc1cc(SC)ccc1C(=O)NCCN1CCOCC1

compound no.	33	34	35	36	37	38	39	40
PAD4 FP inh	3	0	0	3	-1	-2	-3	2
GLD-1 TGE inh	4	13	7	8	-1	2	3	0
GSTO1 counter	6	3	3	4	9	2	15	-1
MCL1-BIM inh	-5	8	3	0	-5	8	13	9
Bcl-xL primary	-2	6	2	1	5	4	15	10
Fam108B counter	0	0	0	3	5	-2	-3	1
TPT1 inh	1	-3	-4	3	2	0	4	3
MEX-5 binding	2.6	0.9	-1.0	-0.7	-0.7	-0.5	-3.0	-0.6
PME-1 inh	5	6	1	0	-7	0	-4	3

Five entries out of the list above, sorted by their value in PME-1 inh, highest first.
nr	mol	PAD4 FP inh	GLD-1 TGE inh	MCL1-BIM inh	Bcl-xL primary	TPT1 inh	MEX-5 binding	PME-1 inh
33	COc1ccc(S(=O)(=O)N2CCCC2)cc1C(=O)O	3	4	-5	-2	1	2.6	5
40	COc1cc(SC)ccc1C(=O)NCCN1CCOCC1	2	0	9	10	3	-0.6	3
38	COc1ccc(N2CCN(CCCNC(=O)CC3Oc4ccc(C)cc4NC3=O)CC2)cc1 (stereo not drawn)	-2	2	8	4	0	-0.5	0
39	Fc1ccc(NC(=S)Nc2ccc3nccnc3c2)cc1	-3	3	13	15	4	-3.0	-4
37	COc1cccc(/C=C/C(=O)NNC(=O)CCN2CCN(Cc3ccccc3)CC2)c1	-1	-1	-5	5	2	-0.7	-7

(further entries)
41	Cc1ccc(C)c2[nH]c(=O)c(CN(Cc3cccnc3)C(=S)NCc3ccco3)cc12
42	O=C(CCCc1nc2ccccc2s1)NCc1ccccc1
43	Cc1ccc(S(=O)(=O)NC2CCCCCC2)cc1C(N)=O
44	CCOC(=O)c1sc2nc(C)nc(SCC(N)=O)c2c1C
45	Cn1nnnc1SCC(=O)Nc1ccccc1Cl
46	Cc1cc(=O)[nH]c(SC(C)C(=O)Nc2cccc3ccccc23)n1 (stereo not drawn)
47	COc1ccc(C(=O)N2N=C3CC(C)(C)OCC3C2c2ccccc2)cc1 (stereo not drawn)
48	Cc1ccc(S(=O)(=O)N2CCN(C(=O)C3CSC4(C)CCC(=O)N34)CC2)cc1C (stereo not drawn)

compound no.	41	42	43	44	45	46	47	48
PAD4 FP inh	0	3	-5	4	3	6	0	-8
GLD-1 TGE inh	2	8	3	-3	1	-1	4	0
GSTO1 counter	3	10	-2	3	3	-1	0	2
MCL1-BIM inh	9	0	0	-8	-5	-4	8	7
Bcl-xL primary	-1	7	-1	4	-2	4	-5	3
Fam108B counter	5	-2	2	0	0	1	-1	3
TPT1 inh	-1	-4	0	3	-3	-1	1	2
MEX-5 binding	1.0	-3.3	3.4	0.2	2.0	2.7	-0.5	0.2
PME-1 inh	10	7	2	4	-3	-2	2	-2

49	C=CCc1cc(C)ccc1OCCOCCn1ccnc1
50	O=C1CC(Sc2nnnn2C2CCCCC2)C(=O)N1c1ccccc1 (stereo not drawn)
51	COc1cccc(CN(C)CC(=O)Nc2ccccc2N2CCOCC2)c1OC
52	Cc1cccc(N2CCN(C(=O)C(Cc3ccccc3)NC(N)=O)CC2)c1C (stereo not drawn)
53	COc1ccc(C(C)(C)C)cc1NC(=O)COC(=O)c1ccc([N+](=O)[O-])o1
54	O=C(O)c1cc(NN=C2c3ccccc3-c3ccccc32)ccc1Cl

compound no.	49	50	51	52	53	54
PAD4 FP inh	-2	-3	2	3	-10	1
GLD-1 TGE inh	-11	1	-3	-2	-2	-6
GSTO1 counter	2	-2	7	7	8	10
MCL1-BIM inh	4	-4	1	2	4	10
Bcl-xL primary	8	2	1	-2	3	17
Fam108B counter	-4	-3	2	-6	-1	7
TPT1 inh	-5	-1	-1	-3	1	5
MEX-5 binding	2.6	-0.6	3.1	1.5	1.9	-4.8
PME-1 inh	-1	-4	-2	1	1	35*

Part of the list above, with values under each structure:
Each structure is followed by: PAD4 FP inh, GLD-1 TGE inh, GSTO1 counter, MCL1-BIM inh, Bcl-xL primary, Fam108B counter, TPT1 inh, MEX-5 binding, PME-1 inh
52) Cc1cccc(N2CCN(C(=O)C(Cc3ccccc3)NC(N)=O)CC2)c1C (stereo not drawn)
    3, -2, 7, 2, -2, -6, -3, 1.5, 1
53) COc1ccc(C(C)(C)C)cc1NC(=O)COC(=O)c1ccc([N+](=O)[O-])o1
    -10, -2, 8, 4, 3, -1, 1, 1.9, 1
